# Bioassay records deposited in PubChem BioAssay by National Center for Advancing Translational Sciences (NCATS).
# S3 lipid droplet = qHTS Assay for Lipid Storage Modulators in Drosophila S3 Cells; lipid storage change, negative = inhibition, % at the top dose, mostly 46.1 µM; hits show Potency in µM; Drosophila S3 cells, BODIPY lipid droplet fluorescence, 18-24 h; cells fed with added oleic acid; 320,000 compounds, 0.64% hits; active = well fitted inhibition curve with a large enough effect in the signal ratio, with a control signal flat, not every such curve was filed as active; inconclusive = small, poorly fitted or top-dose-only effect, or effect the other way, or a change in a side signal; the % refers to the signal ratio
#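 Drosophila S3 cells got compounds at several concentrations plus oleic acid (400 uM solution). Laser-scanning cytometry with 488 nm excitation read lipid droplets at 500-530 nm and cells at 575-640 nm. Percent activity was relative to 20 uM Triacsin C.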
# S3 lipid droplet cell count max = also measured in S3 lipid droplet; calls as there; cell number change, %; measured here: cell count max response;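 cells counted by Cell Tracker Red CMTPX staining in the red channel; peak over a dose series mostly up to 46.1 µM; percent activity relative to internal control wells on each plate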
# Starred values were filed as active, the others as inactive; i = inactive; ? = inconclusive; . = no result given. % is scaled to controls: 0 for no effect and ±100 for the full control effect; potency is read from the fitted curve at half-maximal effect. An excerpt; the hit share may differ from the screen's.
item	S3 lipid droplet	S3 lipid droplet cell count max	mol
1	?	.	Cc1ccc2cccc(N=Cc3c(C)[nH]n(-c4ccccc4)c3=O)c2n1
2	i	.	O=C(Nc1ccc(N2CCOCC2)c(F)c1)c1ccncc1
3	?	.	COc1cccc2c(=O)n(CC(=O)NCCc3ccccc3)ccc12
4	-1%	9	Cc1nn(C)c(Cl)c1CN1CCCC(CO)(Cc2ccccc2)C1 (stereo not given)
5	?	.	COc1ccc(-c2cc(C)no2)cc1S(=O)(=O)N(C)Cc1ccco1
6	?	.	COc1ccc2c(c1)c1nnc(SCC(=O)Nc3ccccc3F)nc1n2C
7	?	.	O=C(COC(=O)c1ccco1)c1ccc(F)cc1
8	?	.	COc1cc2nc(Cl)nc(NCCO)c2cc1OC

# (next part)
item	S3 lipid droplet	S3 lipid droplet cell count max	mol
9	1%	-1	COc1cccc(C(O)c2nc3ccccc3n2C)c1 (stereo not given)
10	?	.	CC(C)CCN(C(=O)c1ccc(N2CCCC2=O)cc1)c1c(N)n(Cc2ccccc2)c(=O)[nH]c1=O
11	i	10	Cc1ccc(C23CC4CC(CC(NC(=O)NN)(C4)C2)C3)cc1
12	?	.	COC(=O)c1ccc(NC(=O)CSc2nncn2-c2cccnc2)cc1
13	?	.	O=C(COC(=O)c1n[nH]c2ccccc12)c1cc(F)ccc1F
14	?	.	COc1ccc(-c2onc(C)c2-c2ccccc2)c(O)c1
15	?	.	COc1cccc2cc(C(=O)N3CCc4ccccc4C3)c(=O)oc12
16	?	.	COc1cc(S(=O)(=O)NCCc2ccc3c(c2)OCO3)ccc1-n1cnnn1

# (further entries)
item	S3 lipid droplet	S3 lipid droplet cell count max	mol
17	4%	-18	O=C(Cc1ccc(Br)c2ccccc12)N/N=C/c1ccccn1
18	?	.	COc1ccc(OC)c(-n2c(SCC(=O)NCc3ccco3)nnc2-c2c[nH]c3ccccc23)c1
19	12%	14	CC(C)c1ccccc1NC(=S)NCc1nc2ccccc2[nH]1
20	?	.	O=[N+]([O-])c1ccccc1CNC(Cc1ccccc1)c1ccccc1 (stereo not given)
21	?	.	O=C(Nc1ccccn1)c1cc(-c2ccc(Cl)s2)nc2ccccc12
22	0%	15	COCCOc1ccc(C(F)(F)F)cc1N
23	?	.	COc1cccc(C2(O)CCN(CC(=O)NCC3CC3)CC2)c1
24	-21%	-16	CC(Sc1ncnc2ccccc12)C(=O)Nc1ccc2c(c1)OCCO2 (stereo not given)

# Other structures follow:
item	S3 lipid droplet	S3 lipid droplet cell count max	mol
25	?	.	COc1ccc(CCNC(=O)CSCC(=O)Nc2ccccc2)cc1OC
26	?	.	Cc1ccccc1-n1nnnc1SCc1ncc(-c2ccccc2)o1
27	16%	2	CCCOc1ccc(Cn2c(=O)oc3ccc(C)cc32)cc1OC
28	5%	1	Cc1ccccc1NC(=S)NCc1ccco1
29	?	.	O=C(Nc1ccccc1)N(CCCN1CCOCC1)Cc1cccs1
30	?	.	Cc1ccccc1-c1nnc(SCC#N)o1
31	?	.	COc1ccc(Cl)cc1NC(=O)CN(C)CC(=O)NCc1cccs1
32	?	.	CN1C(=O)c2cccc3c(Cl)ccc(c23)C1=O

# The list continues:
item	S3 lipid droplet	S3 lipid droplet cell count max	mol
33	?	.	CCN(C(=O)CN1C(=O)COc2ccc(S(=O)(=O)N3CCCCCC3)cc21)c1cccc(C)c1
34	-15%	2	N#CC(c1nc2ccccc2nc1N1CCCC1)S(=O)(=O)c1ccccc1 (stereo not given)
35	-6%	3	COc1cc(C(=O)NCCCn2ccnc2)cc(OC)c1OC
36	?	.	CN1CCN(C(c2cccc(C(F)(F)F)c2)c2nnnn2C(C)(C)C)CC1 (stereo not given)
37	?	.	O=C(Nc1cccc2ncccc12)c1ccccc1Cl
38	?	.	N#Cc1cnn(-c2ccccc2)c1NC(=O)c1ccccc1F
39	?	.	Cc1noc(C)c1-c1nc(CSc2ccc(Cl)cc2)no1
40	2%	2	COc1ccc(C(=O)/C=C/Nc2cc(C)on2)cc1

# (further entries)
item	S3 lipid droplet	S3 lipid droplet cell count max	mol
41	?	.	Cc1cc(Oc2ccccc2)nc(N)n1
42	-1%	-5	Cn1c(Cn2c(=O)sc3ccccc32)nnc1SCC(=O)Nc1ccccc1F
43	i	11	Cc1ccccc1NC(=O)COc1ccccc1C
44	?	.	CCN1CCN(CCNC(=O)c2ccc3c(c2)N(Cc2ccc(F)cc2)C(=O)/C(=C/c2ccccc2)S3)CC1
45	?	.	Cc1ccc(-n2cc(CN(C)Cc3nccn3C)c(-c3cccc(C)c3)n2)cc1
46	?	.	Fc1ccc2[nH]c3c(N4CCc5ccccc5C4)ncnc3c2c1
47	?	.	COc1cc(NC(=O)CN2C(=O)C(=O)N(C3CCCC3)C2=O)cc(OC)c1
48	-1%	-12	CCC(C)(C)NC(=O)CSc1nc(Cc2ccccc2)nc2ccccc12

# More entries:
item	S3 lipid droplet	S3 lipid droplet cell count max	mol
49	?	.	Cc1cc(C)nc(OC(=O)c2c(Cl)cc(Cl)cc2Cl)n1
50	?	.	COc1cc(NC(=O)c2cccnc2)ccc1NC(=O)c1ccccc1Cl
51	10%	1	O=C(Cn1c(=O)n(-c2ccccc2)c(=O)c2oc3ccccc3c21)Nc1ccccc1
52	?	.	COC1CCCCC1Nc1cc(C)ccc1C (stereo not given)
53	?	.	CCC(=O)Nc1cccc(C2=NOC3(C2)C[C@@H](C(N)=O)N(C(=O)CC(c2ccccc2)c2ccccc2)C3)c1 (stereo not given in full)
54	3%	10	O=C(NCCCn1ccnc1)c1ccc(Br)cc1
55	10%	-5	COc1ccc(N(CC(=O)NCC2CCCO2)S(=O)(=O)c2c(C)noc2C)cc1 (stereo not given)
56	-8%	-11	Cc1cccc(Cn2c(C)nc3c(N)c(C)c(C)cc32)c1

# Remaining list, next part
item	S3 lipid droplet	S3 lipid droplet cell count max	mol
57	?	.	CS(=O)(=O)c1ccc(NC(=O)C2CCCN(C(=O)c3ccc(Cl)cc3)C2)cc1 (stereo not given)
58	1%	.	CC(NC(=O)/C=C/c1ccco1)c1nc2ccccc2n1Cc1ccccc1F (stereo not given)
59	?	.	CC(=O)N/C(=C\c1ccc2c(c1)OCO2)C(=O)NC(C(=O)O)c1ccccc1 (stereo not given)
60	3%	13	CCNC(=O)c1ccc(NS(=O)(=O)c2ccccc2)cc1
61	?	.	N#CC1=C(Nc2ccccc2)SC=C(c2ccccc2)N=C1N1CCOCC1
62	-12%	-5	CCS(=O)(=O)N1CCC(NC(=O)C(Cc2cc(OC)ccc2OC)NC(C)=O)CC1 (stereo not given)
63	1%	-1	Cn1c(SCC(=O)NC(C)(C)C)nc(O)cc1=O
64	?	.	Cc1nc2sccn2c(=O)c1S(=O)(=O)Nc1ccc(N2CCOCC2)c(Cl)c1

# Other records.
item	S3 lipid droplet	S3 lipid droplet cell count max	mol
65	?	.	Oc1ccc(Oc2ncc(Cl)cc2Cl)cc1
66	?	.	Cc1cccc(C)c1N(CC(=O)N1CCN(C)CC1)S(C)(=O)=O
67	?	.	COc1ccc(C2C=C(c3ccccc3)Nc3ncnn32)cc1 (stereo not given)
68	?	.	CCOc1ccc(Cl)cc1S(=O)(=O)N1CCC(C(=O)NC2CC2)CC1
69	?	.	COc1nc(Nc2cccc([N+](=O)[O-])c2)nc(OC)n1
70	0%	2	C=CCCc1ccc(C#N)c(SCc2c(C(=O)OCC)c3cc(OC(C)=O)c(Br)cc3n2C)n1
71	1%	3	CC1(C)OC(=O)N2CCc3ccccc3C21C (stereo not given)
72	i	.	CCOc1ccc(NC(=O)c2ccc(S(=O)(=O)N(C)C)cc2)cc1

# Going on with the list.
item	S3 lipid droplet	S3 lipid droplet cell count max	mol
73	i	0	O=C(Nc1ccccc1C(=O)Nc1ccncc1)c1ccc([N+](=O)[O-])cc1
74	-9%	2	O=C(c1cccs1)N(Cc1ccco1)C1CCS(=O)(=O)C1 (stereo not given)
75	?	.	CCc1ccc2[nH]c(=O)c(CN(CCN3CCCC3)C(=O)NC3CCCCC3)cc2c1
76	?	.	N#Cc1cc2ccccc2nc1N
77	3%	9	COc1cc(-c2nnc(-c3ccccc3)o2)cc(OC)c1OC
78	?	.	Cc1ccc(S(=O)(=O)/N=C(/Nc2cccc(O)c2)c2ccccc2)cc1
79	?	.	O=C(Nc1ccccc1N1CCN(C(=O)c2ccccc2)CC1)c1ccc2c(c1)OCO2
80	i	.	O=C(CN1CCC(NC(=O)Nc2ccccc2-c2ccccc2)CC1)NCc1ccco1

# Carrying on.
item	S3 lipid droplet	S3 lipid droplet cell count max	mol
81	?	.	CCN(CC)C(=O)CSc1nnc(-c2ccc(S(=O)(=O)N3CCOCC3)cc2)n1C
82	0%	-2	COc1ccc(NC(=S)N/N=C2\CC(C)(C)Oc3ccc(OC)cc32)cc1
83	?	.	CCOC(=O)c1[nH]c(C)c(C(=O)NC2CCN(C(=O)OCC)CC2)c1C
84	?	.	O=C(Nc1nc2ccc(S(=O)(=O)N3CCOCC3)cc2s1)c1cccs1
85	-6%	-8	CCCCNC(=O)CCn1c(=O)c2cccn2c2ccc(F)cc21
86	?	.	CCCc1cc(C(=O)Nc2cccc(Cl)c2C)no1
87	?	.	O=C(NCC(=O)N1CCN(C(c2ccccc2)c2ccccc2)CC1)c1ccccc1F
88	-19%	-15	O=C(NC1CCCCCCC1)C1CCN(S(=O)(=O)N2CCC3(CC2)OCCO3)CC1

# A draw from above in order of heavy-atom count, highest first.
item	S3 lipid droplet	S3 lipid droplet cell count max	mol
70	0%	2	C=CCCc1ccc(C#N)c(SCc2c(C(=O)OCC)c3cc(OC(C)=O)c(Br)cc3n2C)n1
79	?	.	O=C(Nc1ccccc1N1CCN(C(=O)c2ccccc2)CC1)c1ccc2c(c1)OCO2
75	?	.	CCc1ccc2[nH]c(=O)c(CN(CCN3CCCC3)C(=O)NC3CCCCC3)cc2c1
81	?	.	CCN(CC)C(=O)CSc1nnc(-c2ccc(S(=O)(=O)N3CCOCC3)cc2)n1C
73	i	0	O=C(Nc1ccccc1C(=O)Nc1ccncc1)c1ccc([N+](=O)[O-])cc1
83	?	.	CCOC(=O)c1[nH]c(C)c(C(=O)NC2CCN(C(=O)OCC)CC2)c1C
68	?	.	CCOc1ccc(Cl)cc1S(=O)(=O)N1CCC(C(=O)NC2CC2)CC1
72	i	.	CCOc1ccc(NC(=O)c2ccc(S(=O)(=O)N(C)C)cc2)cc1
67	?	.	COc1ccc(C2C=C(c3ccccc3)Nc3ncnn32)cc1 (stereo not given)
74	-9%	2	O=C(c1cccs1)N(Cc1ccco1)C1CCS(=O)(=O)C1 (stereo not given)
69	?	.	COc1nc(Nc2cccc([N+](=O)[O-])c2)nc(OC)n1
86	?	.	CCCc1cc(C(=O)Nc2cccc(Cl)c2C)no1
71	1%	3	CC1(C)OC(=O)N2CCc3ccccc3C21C (stereo not given)
65	?	.	Oc1ccc(Oc2ncc(Cl)cc2Cl)cc1
76	?	.	N#Cc1cc2ccccc2nc1N

# (further entries)
item	S3 lipid droplet	S3 lipid droplet cell count max	mol
89	?	.	Cc1cc(C)c(OCCN2C(=O)NC(C)(C)C2=O)c(Cl)c1
90	?	.	CCCCOc1ccc(C(=O)Nc2ccc3c(c2)OCO3)cc1
91	?	.	O=C(Cn1cccc1C(=O)c1ccccc1)NCc1ccc2c(c1)OCO2
92	12%	-2	COC(=O)c1ccc(-c2cc(CC3(C(=O)OC)CCN(C(=O)OC(C)(C)C)CC3)on2)cc1
93	i	.	Cc1[nH]c(C)c(S(=O)(=O)N2CCCCC2)c1C(=O)N1CCCC1
94	?	.	CCOC(=O)c1cccnc1NC(=O)c1ccccc1
95	?	.	C/C(=N\OCC(=O)Nc1ccc(Br)cc1)c1cccs1
96	5%	2	COc1cc(CN2CCN(S(=O)(=O)c3ccccc3)CC2)cc(OC)c1OC

# The results go on:
item	S3 lipid droplet	S3 lipid droplet cell count max	mol
97	?	.	CCC(=O)N1CCc2cc(Br)cc(S(=O)(=O)NCc3ccco3)c21
98	?	.	CCCn1ccc2c(OCC(=O)Nc3ccc(NC(C)=O)cc3)cccc2c1=O
99	-22%	-8	O=C(Nc1c2c(nn1-c1ccc(Cl)cc1)CS(=O)(=O)C2)c1ccccc1
100	26%	-13	CC(C)Cn1c(N)c(C(=O)CSc2ncnc3sc4c(c23)CCCC4)c(=O)n(C)c1=O
101	18%	2	COc1ccc(-c2nnc(SCC(=O)c3ccco3)n2-c2ccccc2)cc1
